GRIN3A LBD mod = modulators (binders) of human NR3A ligand-binding domain; 340,000 compounds, 2.5% hits; NR3A LBD differential scanning fluorimetry, Tm shift; 0% = protein alone, 100% = glycine-bound protein; Tm shift relative to glycine control, % at 25 µM;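 active = melting temperature shift of at least 10% of the positive control shift, at one fixed dose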
MPTP inh = blocks calcium-induced mitochondrial swelling. isolated mouse mitochondria, Ca2+ swelling absorbance, 30 min. inhibition, % at 10 µM. 360,000 compounds, 1.4% hits;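 active = inhibition of 50% or more, scaled per plate between neutral and stimulator controls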;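 note: 0% = DMSO wells given calcium and 100% = 1 mM EGTA wells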
SENP6 block = SENP6 protease inhibition | Q9GZR1 | Recombinant SENP6 catalytic domain, aminoluciferin luminescence | inhibition, % at 10 µM | 330,000 compounds, 1.8% hits | AID 2599;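 active = inhibition above about 50% at the single tested dose, limit read from the data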;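 note: plate controls were DMSO wells with enzyme for no effect and DMSO wells lacking enzyme for full effect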
Target sequence (Q9GZR1 628-1112 limits assumed): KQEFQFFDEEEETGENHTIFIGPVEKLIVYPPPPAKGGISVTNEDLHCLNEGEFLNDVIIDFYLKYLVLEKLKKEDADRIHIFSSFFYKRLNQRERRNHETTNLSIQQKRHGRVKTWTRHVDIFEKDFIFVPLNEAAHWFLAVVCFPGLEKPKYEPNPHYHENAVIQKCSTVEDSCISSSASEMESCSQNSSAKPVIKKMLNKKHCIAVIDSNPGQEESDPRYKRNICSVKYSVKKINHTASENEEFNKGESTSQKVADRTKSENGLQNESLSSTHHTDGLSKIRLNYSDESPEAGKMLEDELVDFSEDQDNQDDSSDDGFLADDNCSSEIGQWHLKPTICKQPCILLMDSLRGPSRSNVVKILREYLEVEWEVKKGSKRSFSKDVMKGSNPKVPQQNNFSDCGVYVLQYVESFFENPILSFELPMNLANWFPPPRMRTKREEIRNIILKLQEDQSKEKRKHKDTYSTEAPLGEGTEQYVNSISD
SENP1 FRET inh = SENP1 (human) catalytic domain inhibition; Q9P0U3; recombinant SENP1 catalytic domain, CyPet-SUMO1-YPet FRET cleavage; inhibition, % at 10 µM; 360,000 compounds, 0.21% hits; AID 624204;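 active = inhibition at least 30% at 10 µM, raw YFP signal under a set limit, fluorescence ratio 0.5 to 1.5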;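 note: 0% = enzyme with DMSO and 100% = no enzyme wells; some results filed as inactive read as strong as hits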
Target sequence (Q9P0U3 419-644 limits assumed): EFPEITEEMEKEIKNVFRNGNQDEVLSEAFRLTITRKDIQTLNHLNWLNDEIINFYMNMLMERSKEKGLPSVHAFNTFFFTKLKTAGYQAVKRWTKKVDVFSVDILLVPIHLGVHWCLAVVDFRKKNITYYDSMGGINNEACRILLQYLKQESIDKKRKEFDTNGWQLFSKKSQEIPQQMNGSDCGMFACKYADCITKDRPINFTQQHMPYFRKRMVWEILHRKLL
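Compound: 10 µM single point, 0.5% DMSO; Test system: hSENP1 catalytic domain, recombinant; Timing: 50 min reaction at room temperature; Technique: FRET, CFP and YFP emission; Control set: no-enzyme wells low, DMSO-plus-enzyme wells high control.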
ATG4B inh = blocks human ATG4B protease cleavage of LC3 substrate; ATG4B cleavage of LC3-PLA2, NBD-HPC fluorescence, 1 h; inhibition, % at 8.33 µM; AID 504462; 340,000 compounds, 0.51% hits; Q9Y4P1; in the data active = inhibition above about 40%
SENP8 block = blocks human SENP8 cleavage of Nedd8 substrate; recombinant SENP8, Nedd8 substrate fluorescence; inhibition, % at 20 µM; 360,000 compounds, 0.64% hits; in the data active = inhibition mostly above about 40%, no sharp cut-off; inactive = mostly below about 27%
Target sequence (Q96LD8 whole entry, looked up): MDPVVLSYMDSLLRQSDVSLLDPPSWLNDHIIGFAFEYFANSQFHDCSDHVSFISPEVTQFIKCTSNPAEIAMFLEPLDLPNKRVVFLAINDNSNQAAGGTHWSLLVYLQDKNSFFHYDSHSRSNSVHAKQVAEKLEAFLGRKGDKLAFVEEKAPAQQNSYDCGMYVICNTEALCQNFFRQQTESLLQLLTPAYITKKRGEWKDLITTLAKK
hIAP act = increases human intestinal alkaline phosphatase activity | purified human IAP, CDP-Star luminescence, 30 min; active compounds read high; 1 = vehicle-only enzyme, 0 = enzyme-free background | activation factor at 10 µM | 330,000 compounds, 0.16% hits | AID 2524;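 active = activation factor of the enzyme at least 2-fold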; note: the source names both 10 and 20 µM as test concentration; values of inactives mirror those of a sister screen read the other way
PfG6PD inh = PfG6PD (Plasmodium falciparum) enzyme inhibition; inhibition, % at 20 µM; PfGluPho enzyme, NADPH resazurin-diaphorase fluorescence; 350,000 compounds, 0.78% hits;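 active = inhibition reaching at least a set limit at 20 µM in the primary screen, cut at about 59% in these data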;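 note: 0% = DMSO wells with substrate and 100% = DMSO wells lacking glucose-6-phosphate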
Starred values were filed as active, the others as inactive.

Results for COc1ccc(-c2cc(C(=O)NCC3CCCO3)c3ccccc3n2)c(OC)c1 (configuration not stated) ?
GRIN3A LBD mod: -2; MPTP inh: -0.4; SENP6 block: -3; SENP1 FRET inh: -2; ATG4B inh: -4; SENP8 block: -318; hIAP act: 1.1; PfG6PD inh: -19

What do the screens show for `CCOc1[nH]n(-c2ccc(Cl)cc2)c(=O)c1C=NCc1cccnc1`?
GRIN3A LBD mod: -1; MPTP inh: -0.9; SENP6 block: -20; SENP1 FRET inh: 1; ATG4B inh: -5; SENP8 block: 22; hIAP act: 1; PfG6PD inh: 14

What do the screens show for `OC(CN1CCOCC1)c1ccc(F)cc1` (configuration not stated)?
GRIN3A LBD mod: 1; MPTP inh: -1.2; SENP6 block: 7; SENP1 FRET inh: 0; ATG4B inh: -10; SENP8 block: 39; hIAP act: 1.1; PfG6PD inh: -7

Results for CC(=O)c1ccc2c(c1)OCCOCCOCCO2 ?
GRIN3A LBD mod: -1; MPTP inh: 0.8; SENP6 block: -17; SENP1 FRET inh: 1; ATG4B inh: 1; SENP8 block: 7; hIAP act: 1.2; PfG6PD inh: -14

What do the screens show for `S=C1NCCN1CC1CCN(CCCC2CCCC2)CC1`?
GRIN3A LBD mod: 0; MPTP inh: 0.7; SENP1 FRET inh: 1; SENP8 block: -5; PfG6PD inh: 8

What do the screens show for `CC1=C(C(N)=O)C(c2ccc3c(c2)OCO3)n2nc(-c3cccc(C)c3)nc2N1` (configuration not stated)?
GRIN3A LBD mod: 2; MPTP inh: 0.9; SENP6 block: 4; SENP1 FRET inh: -3; ATG4B inh: -10; SENP8 block: -9; hIAP act: 0.99; PfG6PD inh: 26

What do the screens show for `Cc1cc(C)c(NC(=O)CSc2nnc(Cc3cccn3C)n2-c2ccc(F)cc2)c(C)c1`?
GRIN3A LBD mod: 0; MPTP inh: -1.4; SENP6 block: -16; SENP1 FRET inh: -1; ATG4B inh: -1; SENP8 block: 3; hIAP act: 0.93; PfG6PD inh: 6

Results for O=C(Nc1ccccc1)N1C(=O)C2(OCCO2)c2ccccc21 ?
GRIN3A LBD mod: 13*; MPTP inh: -2.3; SENP6 block: -17; SENP1 FRET inh: -1; ATG4B inh: -2; SENP8 block: 30; hIAP act: 0.99; PfG6PD inh: 1

Results for COc1ccc(CCNC(=O)COC(=O)c2ccc(F)c(S(=O)(=O)N3CCOCC3)c2)cc1 ?
GRIN3A LBD mod: 0; MPTP inh: 0.1; SENP6 block: -5; SENP1 FRET inh: 1; ATG4B inh: -40; SENP8 block: -5; hIAP act: 1.1; PfG6PD inh: -6

How did O=C(CN1C(=O)NC2(CCc3ccccc32)C1=O)Nc1cc(C(F)(F)F)ccc1N1CCOCC1 (configuration not stated) do in these assays?
GRIN3A LBD mod: 2; SENP6 block: -6; ATG4B inh: -10; hIAP act: 0.98; PfG6PD inh: 13

How did O=C(c1cccc(C(F)(F)F)c1)C1CCCN(C(=O)/C=C/c2cnc[nH]2)C1 (configuration not stated) do in these assays?
GRIN3A LBD mod: -1; MPTP inh: -1.5; SENP6 block: -3; SENP1 FRET inh: 2; ATG4B inh: 17; SENP8 block: 1; hIAP act: 1.4; PfG6PD inh: -7

What do the screens show for `Cn1nc(-c2ccc(Cl)cc2)c2cc(C(=O)NCCN3CCOCC3)sc21`?
GRIN3A LBD mod: -1; MPTP inh: -2.0; SENP6 block: 8; SENP1 FRET inh: 3; ATG4B inh: -14; SENP8 block: -202; hIAP act: 1.2; PfG6PD inh: 19

What do the screens show for `CNCC/C=C1/c2ccccc2CSc2ccccc21`?
GRIN3A LBD mod: 2; MPTP inh: 3.5; SENP6 block: -8; SENP1 FRET inh: 1; ATG4B inh: -1; SENP8 block: 11; hIAP act: 1; PfG6PD inh: -11

Results for COCCN(Cc1cc2cc3c(cc2n2nnnc12)OCO3)C(=O)c1ccccc1F ?
GRIN3A LBD mod: 1; MPTP inh: 0.7; SENP6 block: 6; SENP1 FRET inh: 1; ATG4B inh: -12; SENP8 block: -153; hIAP act: 0.88; PfG6PD inh: 0

What do the screens show for `COCCn1c(SCC(=O)Nc2cccc(C)n2)nnc1-c1ccco1`?
GRIN3A LBD mod: 1; MPTP inh: -0.3; SENP6 block: -14; SENP1 FRET inh: 0; ATG4B inh: -9; SENP8 block: 2; hIAP act: 1.1; PfG6PD inh: -1

How did COc1ccc(-n2cc(CNCC3CC(=O)N(C4CC4)C3)c(-c3ccccc3Cl)n2)cc1 (configuration not stated) do in these assays?
GRIN3A LBD mod: -3; MPTP inh: 0.7; SENP6 block: -28; SENP1 FRET inh: -1; ATG4B inh: -6; SENP8 block: 7; hIAP act: 1; PfG6PD inh: 6

What do the screens show for `Cc1ccn2cc(-c3cc4ccccc4oc3=O)nc2c1`?
GRIN3A LBD mod: 1; MPTP inh: -0.3; SENP1 FRET inh: -73; ATG4B inh: -3; SENP8 block: -382; PfG6PD inh: 10

How did COc1ccc(OC)c(C(c2c(O)nc(SC)[nH]c2=O)c2c(O)nc(SC)[nH]c2=O)c1 do in these assays?
GRIN3A LBD mod: 2; MPTP inh: -1.6; SENP6 block: 9; SENP1 FRET inh: -1; ATG4B inh: -5; SENP8 block: -21; hIAP act: 1.2; PfG6PD inh: -12

How did O=C(CSCc1c(Cl)cccc1Cl)NCc1cccnc1 do in these assays?
MPTP inh: -0.4; SENP6 block: 0; SENP1 FRET inh: 2; ATG4B inh: -9; SENP8 block: 13; hIAP act: 0.97; PfG6PD inh: -2

How did CCOc1ccc(N(C)S(=O)(=O)c2ccc(C)c(C(=O)NCCc3ccc(OC)cc3)c2)cc1 do in these assays?
GRIN3A LBD mod: 2; MPTP inh: -0.9; SENP6 block: -4; SENP1 FRET inh: -1; ATG4B inh: 0; SENP8 block: 3; hIAP act: 0.91; PfG6PD inh: 4

Gathered by group, the compounds so far containing an aryl thioether with sulfur outside any ring
What do the screens show for `Cc1cc(C)c(NC(=O)CSc2nnc(Cc3cccn3C)n2-c2ccc(F)cc2)c(C)c1`?
GRIN3A LBD mod: 0; MPTP inh: -1.4; SENP6 block: -16; SENP1 FRET inh: -1; ATG4B inh: -1; SENP8 block: 3; hIAP act: 0.93; PfG6PD inh: 6

What do the screens show for `COCCn1c(SCC(=O)Nc2cccc(C)n2)nnc1-c1ccco1`?
GRIN3A LBD mod: 1; MPTP inh: -0.3; SENP6 block: -14; SENP1 FRET inh: 0; ATG4B inh: -9; SENP8 block: 2; hIAP act: 1.1; PfG6PD inh: -1

How did COc1ccc(OC)c(C(c2c(O)nc(SC)[nH]c2=O)c2c(O)nc(SC)[nH]c2=O)c1 do in these assays?
GRIN3A LBD mod: 2; MPTP inh: -1.6; SENP6 block: 9; SENP1 FRET inh: -1; ATG4B inh: -5; SENP8 block: -21; hIAP act: 1.2; PfG6PD inh: -12

Back to the main list, starting 2 compounds before the break.
How did O=C(CSCc1c(Cl)cccc1Cl)NCc1cccnc1 do in these assays?
MPTP inh: -0.4; SENP6 block: 0; SENP1 FRET inh: 2; ATG4B inh: -9; SENP8 block: 13; hIAP act: 0.97; PfG6PD inh: -2

How did CCOc1ccc(N(C)S(=O)(=O)c2ccc(C)c(C(=O)NCCc3ccc(OC)cc3)c2)cc1 do in these assays?
GRIN3A LBD mod: 2; MPTP inh: -0.9; SENP6 block: -4; SENP1 FRET inh: -1; ATG4B inh: 0; SENP8 block: 3; hIAP act: 0.91; PfG6PD inh: 4

Results for COC(=O)c1nnn(CC(=O)Nc2cc(Cl)ccc2C)c1C(=O)OC ?
GRIN3A LBD mod: -3; MPTP inh: 2.0; SENP6 block: -15; SENP1 FRET inh: 3; ATG4B inh: 6; SENP8 block: 26; hIAP act: 0.87; PfG6PD inh: -17

What do the screens show for `CSc1nnc(NC(=O)C2CCCCC2)s1`?
GRIN3A LBD mod: 0; MPTP inh: -0.7; SENP6 block: -19; SENP1 FRET inh: 1; ATG4B inh: -2; SENP8 block: 8; hIAP act: 0.97; PfG6PD inh: 1

Results for CCn1cc(CN2CCN(Cc3cccc(OC)c3)C(CCO)C2)c(C)n1 (configuration not stated) ?
GRIN3A LBD mod: 0; MPTP inh: 1.1; SENP6 block: 17; SENP1 FRET inh: 2; ATG4B inh: -10; SENP8 block: -1; hIAP act: 1.2; PfG6PD inh: 7

Results for N=C1/C(=C/c2ccco2)C(=O)N=C2SC(CC(=O)N3CCCC3)=NN12 ?
GRIN3A LBD mod: 0; MPTP inh: -0.8; SENP6 block: -22; SENP1 FRET inh: -6; ATG4B inh: -2; SENP8 block: 6; hIAP act: 0.97; PfG6PD inh: 0

How did Cc1cccc(C2=NNC(=O)C(c3ccc(Cl)cc3)C2)c1 (configuration not stated) do in these assays?
GRIN3A LBD mod: -1; MPTP inh: -0.9; SENP6 block: 13; SENP1 FRET inh: 2; ATG4B inh: -6; SENP8 block: -3; hIAP act: 0.97; PfG6PD inh: 7

What do the screens show for `CC(=O)N1CCN(C(=O)c2cc(-c3ccc(C)o3)nc3ccccc23)CC1`?
GRIN3A LBD mod: 40*; MPTP inh: 1.2; SENP6 block: -16; SENP1 FRET inh: -23; ATG4B inh: -9; SENP8 block: -413; hIAP act: 0.89; PfG6PD inh: 10

How did Cc1ccc(C)c(N2CCN(C(=O)c3ccc(NS(=O)(=O)c4c(C)noc4C)cc3)CC2)c1 do in these assays?
GRIN3A LBD mod: -9; MPTP inh: -11; SENP6 block: -23; SENP1 FRET inh: 0; ATG4B inh: -13; SENP8 block: 29; hIAP act: 1; PfG6PD inh: -2

What do the screens show for `CCCCN(C(=O)c1cc2ccccc2o1)c1c(N)n(CC(C)C)c(=O)[nH]c1=O`?
GRIN3A LBD mod: -2; MPTP inh: -1.3; SENP6 block: -4; SENP1 FRET inh: 0; ATG4B inh: 3; SENP8 block: 8; hIAP act: 0.93; PfG6PD inh: -4

What do the screens show for `Cc1ccc(C(=O)NCCCN2CCOCC2)c(Cl)c1`?
GRIN3A LBD mod: 0; MPTP inh: 0.0; SENP6 block: -11; SENP1 FRET inh: 0; ATG4B inh: 4; SENP8 block: 7; hIAP act: 1.1; PfG6PD inh: -9

What do the screens show for `CC(Oc1ccc(Cl)cc1)c1ccc(C#N)c(=O)[nH]1` (configuration not stated)?
GRIN3A LBD mod: 1; MPTP inh: 0.6; SENP6 block: 7; SENP1 FRET inh: -1; ATG4B inh: -1; SENP8 block: -416; hIAP act: 0.96; PfG6PD inh: -8

How did CC1(C)OC(=O)C2(Cc3ccccc3N3CCCCC32)C(=O)O1 (configuration not stated) do in these assays?
GRIN3A LBD mod: 1; MPTP inh: 2.9; SENP6 block: 3; SENP1 FRET inh: -1; ATG4B inh: -2; SENP8 block: 10; hIAP act: 1.2; PfG6PD inh: -17

Results for CCOC(=O)Nc1ccc2c(COC(=O)CNS(=O)(=O)c3ccc(NC(C)=O)cc3)cc(=O)oc2c1 ?
GRIN3A LBD mod: -1; MPTP inh: 2.2; SENP6 block: 11; SENP1 FRET inh: -25; ATG4B inh: -3; SENP8 block: -369; hIAP act: 1; PfG6PD inh: 24

Results for Cc1ccc(C2c3c(-c4ccccc4O)n[nH]c3C(=O)N2Cc2ccncc2)cc1 (configuration not stated) ?
GRIN3A LBD mod: 0; MPTP inh: 1.5; SENP6 block: -11; SENP1 FRET inh: 1; ATG4B inh: -35; SENP8 block: 18; hIAP act: 2.3*; PfG6PD inh: -11

How did Cc1ccc(C)n1-n1cnc2scc(-c3cccs3)c2c1=O do in these assays?
GRIN3A LBD mod: 2; MPTP inh: 1.0; SENP6 block: 11; SENP1 FRET inh: 2; ATG4B inh: -1; SENP8 block: 7; hIAP act: 0.94; PfG6PD inh: -17

How did COc1ccc(C2C3CCCCC3(O)CCN2C(=O)c2cccs2)cc1 (configuration not stated) do in these assays?
GRIN3A LBD mod: -11; MPTP inh: -2.0; SENP6 block: -8; SENP1 FRET inh: 0; ATG4B inh: -10; SENP8 block: 5; hIAP act: 0.95; PfG6PD inh: 1

Results for O=C(Cc1ccc(NC(=O)C2CCN(C(=O)c3ccccc3)CC2)cc1)Nc1cccc(C(=O)N2CCCC2)c1 ?
GRIN3A LBD mod: -1; MPTP inh: 1.1; SENP1 FRET inh: 1; ATG4B inh: 0; SENP8 block: -2; PfG6PD inh: 6

Source: PubChem BioAssay
